Bioassay records (PubChem BioAssay)
KDM5B inhibitor: inhibitors of human KDM5B histone demethylase; Q9UGL1; KDM5B demethylase, FDH-coupled NADH fluorescence (FDH is formaldehyde dehydrogenase); Potency, µM (highest dose often 57.7 µM), for inactives: at the top dose activity change, negative = inhibition, actives largely listed as inhibitors; 220,000 tested, 2.6% active; active means well fitted inhibition curve with a large enough effect; inconclusive means small, poorly fitted or top-dose-only effect; inactive means no such curve, though single readings can be large or run the other way; further: 0% is about no effect; nearly all actives have a fitted effect of over 70% in size
Target sequence (Q9UGL1 whole entry, looked up): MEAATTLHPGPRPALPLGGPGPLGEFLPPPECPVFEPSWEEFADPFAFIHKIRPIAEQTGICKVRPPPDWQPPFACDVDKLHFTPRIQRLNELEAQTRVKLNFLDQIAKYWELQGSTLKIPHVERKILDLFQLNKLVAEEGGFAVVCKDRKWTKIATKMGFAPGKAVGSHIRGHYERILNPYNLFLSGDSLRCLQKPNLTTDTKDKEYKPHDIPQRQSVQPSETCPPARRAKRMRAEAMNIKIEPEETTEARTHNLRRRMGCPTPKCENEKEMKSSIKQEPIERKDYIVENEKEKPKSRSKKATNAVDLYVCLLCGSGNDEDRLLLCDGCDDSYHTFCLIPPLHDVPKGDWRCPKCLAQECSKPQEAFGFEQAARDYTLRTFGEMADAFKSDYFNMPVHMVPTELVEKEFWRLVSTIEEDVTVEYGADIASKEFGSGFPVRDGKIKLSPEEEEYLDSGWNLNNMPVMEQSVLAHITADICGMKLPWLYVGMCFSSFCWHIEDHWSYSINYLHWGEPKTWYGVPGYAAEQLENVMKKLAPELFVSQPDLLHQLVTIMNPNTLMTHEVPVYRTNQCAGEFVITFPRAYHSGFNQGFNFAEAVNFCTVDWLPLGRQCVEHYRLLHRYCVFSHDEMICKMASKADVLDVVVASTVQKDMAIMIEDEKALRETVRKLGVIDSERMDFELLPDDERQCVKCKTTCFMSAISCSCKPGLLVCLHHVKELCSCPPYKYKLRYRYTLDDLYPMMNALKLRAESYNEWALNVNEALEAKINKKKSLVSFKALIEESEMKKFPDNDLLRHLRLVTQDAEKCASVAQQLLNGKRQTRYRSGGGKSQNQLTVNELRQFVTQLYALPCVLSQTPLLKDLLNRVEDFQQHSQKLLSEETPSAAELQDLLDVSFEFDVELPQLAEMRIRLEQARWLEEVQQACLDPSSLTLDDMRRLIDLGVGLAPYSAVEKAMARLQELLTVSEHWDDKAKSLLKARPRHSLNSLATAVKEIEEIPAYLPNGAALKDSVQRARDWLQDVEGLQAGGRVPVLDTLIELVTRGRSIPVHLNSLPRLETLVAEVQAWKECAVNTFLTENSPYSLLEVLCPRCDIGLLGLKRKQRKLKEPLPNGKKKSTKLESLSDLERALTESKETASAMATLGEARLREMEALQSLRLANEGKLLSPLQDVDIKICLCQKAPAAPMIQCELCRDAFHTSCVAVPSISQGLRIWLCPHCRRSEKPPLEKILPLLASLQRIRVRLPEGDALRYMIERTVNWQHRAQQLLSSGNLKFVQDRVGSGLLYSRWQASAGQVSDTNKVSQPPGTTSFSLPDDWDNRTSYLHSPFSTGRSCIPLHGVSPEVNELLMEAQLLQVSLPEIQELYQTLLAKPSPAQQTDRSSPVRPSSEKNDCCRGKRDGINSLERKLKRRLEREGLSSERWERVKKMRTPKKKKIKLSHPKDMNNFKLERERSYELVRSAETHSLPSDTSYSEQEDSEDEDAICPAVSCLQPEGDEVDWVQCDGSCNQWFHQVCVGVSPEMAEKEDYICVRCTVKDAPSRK
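Measured: NADH fluorescence change, 30 min, RT. System: KDM5BΔAP 200 nM final, H3K4me3 peptide, α-KG, Fe(II), ascorbate, NAD⁺ plus FDH, pH 7.5 HEPES. Compounds: titrated, 10 min pre-incubation with enzyme.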
* hit, by the source's call; ? = inconclusive; [ ] = remark or other dose. Potency means the concentration at half of the fitted maximal effect. This is a subset; rates above refer to the full screens.

SMILES	KDM5B inhibitor
Cc1ccnn1CCC(=O)N1CCOC(Cc2ccc(F)cc2)C1 (stereo unspecified)	?
CN1CC[C@H](c2nnc(-c3ccccc3)o2)C1	?
Cc1cc(-n2c(C)nc3ccccc3c2=O)ccc1NC(=O)c1cccc([N+](=O)[O-])c1C	2%
COc1ccc(Cl)cc1Nc1ncncc1-c1nc(-c2ccccc2)no1	-26%
CC(C)n1nnnc1Sc1nc(-c2cccnc2)nc2ccccc12	15%
Cc1ccc(CN(C)C2CCOc3ccccc32)cc1 (stereo unspecified)	10%[86.2 µM]
Cc1ccc2c(CN(C)Cc3cccc(Cl)c3)cc(=O)oc2c1C	?
C=CCN(C(=O)c1csnn1)C(C(=O)NCc1ccccc1)c1c(F)cccc1Cl (stereo unspecified)	24%
CN(C)c1ccc(CNc2nc(-c3ccco3)nn2S(C)(=O)=O)cc1	?
COCCN1C(=O)CS(=O)(=O)C12CCN(C(=O)C1(c3ccccc3)CC1)CC2	13%
COc1ccc(CCNC(=O)C2Cn3cccc3C(=O)N2CC(C)C)cc1OC (stereo unspecified)	-18%
CCOc1ccc(NC(=O)C(NS(=O)(=O)c2cccc3nsnc23)c2ccccc2)cc1 (stereo unspecified)	-19%
CCN1C(=O)COc2ccc(NC(=O)c3cc(=O)c4cc(C)ccc4o3)cc21	13%
COc1ccc(Nc2c3c(nc4nncn24)CCC3)cc1OC	-16%
COc1cccc(-c2ocnc2C(=O)NCc2ccccc2C)c1	-18%
COc1cccc(-n2ccn3c(SCC(=O)N4CCN(c5ccc(F)cc5)CC4)nnc3c2=O)c1	-7%
CC(C)N(Cc1ccccc1)C(=O)CCn1cnc2c1c(=O)n(C)c(=O)n2C	3%
CCn1nc(-c2ccc(OC)nc2)nc1N(C)C	-14%
CN(CCOc1ccc(F)cc1)C(=O)c1cn(C)c2ccccc12	7%
Cc1ccc(NC(=O)c2cc3c(N4CCSCC4)nc(C)cn3n2)c(C)c1	32µM*
CCOC(=O)COc1ccc2c(=O)c(Oc3ccc(OC)cc3)c(C)oc2c1	0%
Cc1cc(-c2nn(-c3ccccc3F)cc2CN2CCC(N(C)C)C2)c(C)s1 (stereo unspecified)	?
CCOc1c(OC)cccc1C1C=C(C(=O)O)Nc2ncnn21 (stereo unspecified)	-2%
CCc1cc2c(N)c(C(=O)c3ccccc3)sc2nc1C	5%
CSc1ncccc1C(=O)Nc1cc(C)ccn1	23%
O=C1NCc2ccccc2CC12CCN(Cc1cccc(F)c1)CC2	35%[149 µM]
Cc1cccc(C(=O)N2CCC(C(NC(=O)CC(C)C)C(=O)N3CCCCC3)CC2)c1 (stereo unspecified)	-17%
CC1CCC(N(C)C(=O)CCc2c[nH]c3ccccc23)CC1 (stereo unspecified)	-11%
Cc1ccc2c(c1)C(Cc1nc3ccccc3c(=O)n1C)C(=O)N2Cc1ccccc1 (stereo unspecified)	11%
COC(=O)c1ncoc1-c1ccccc1C(=O)N1CCN(c2cccc(OC)c2)CC1	-18%
O=C(CCc1nnn2c1CN(C(=O)c1ccccc1)CC2)NC1CC1	21%
O=C(NCCc1ccncc1)c1ccc(Cl)cc1Cl	26%
O=C(Nc1cccc(NC(=O)c2ccccc2Cl)c1)c1cccc(Br)c1	-17%
Cc1cc(CN(C)C(=O)c2cc(COc3ccc(F)cc3F)on2)n[nH]1	56%[activator]
COc1ccc(-c2nc(-c3c(C)noc3C)cc3cc(CO)oc23)cn1	35µM*
Cc1cccc(C)c1OCC(=O)NC(Cc1c[nH]c2ccccc12)C(=O)O (stereo unspecified)	-28%
O=C([C@@H]1C[C@H](Oc2ccccc2)CN1)N1CCOCC1	0%
COc1ccc(NC(=O)c2cc(C)nc3ccccc23)cc1OC	2%
COc1ccc(C(=O)NNC(=O)C2CCCN(C3CC(=O)N(c4ccccc4)C3=O)C2)cc1 (stereo unspecified)	23%
CC(NC(=O)OCc1ccccc1)c1nc2cccnc2n1C1CC1 (stereo unspecified)	0%
COc1ccc(NC(=O)N2CCCc3ccccc32)cc1OC	-2%
CNC(=S)Nc1cccc(C(C)=O)c1	6%
CCOCCn1c(N(C)Cc2ccccc2)nc2c1c(=O)[nH]c(=O)n2C	-9%
COc1ccc(-c2cc(C[C@H]3CNCC[C@H]3CC(=O)N3CCN(C(C)=O)CC3)no2)cc1	?
O=C(O)CSc1ccc(Br)cc1	-5%
Cc1ccc(C)c(Cn2c(C(C)NC(=O)c3ccc(F)cc3)nc3ccccc32)c1 (stereo unspecified)	0%
O=C(C[C@@H]1O[C@H](CNC(=O)Nc2ccccc2)[C@@H](O)[C@H]1O)NCCN1CCOCC1	-11%[86.2 µM]
Cc1nn(-c2cc(N3CCN(C(=O)c4ccc(F)cc4)CC3)ccc2[N+](=O)[O-])c(=O)c2ccccc12	10%
O=C(c1csc(Nc2cccc3ccccc23)n1)N1CCc2ccccc2C1	?
CCOCCn1c(SCc2c(F)cccc2Cl)nc2c1c(=O)[nH]c(=O)n2C	13%
CC(C)CN[C@@H]1C[C@H](CO)[C@@H](O)[C@H]1O	-3%[149 µM]
Cc1noc(C)c1C(=O)N1CCOc2ccc(CCC(=O)NCC3CC3)cc2C1	-8%
Cc1ccccc1Oc1c(CCC(=O)N(C)C(C)C)c(C)nn1-c1ccccc1C	9%
COc1ccc(C(CC(=O)N2CCCC2)C(C)C)cc1 (stereo unspecified)	31%
O=C(NC1CCCc2c1cnn2-c1ccccn1)c1cn[nH]c1-n1cnnn1 (stereo unspecified)	9%
CNCc1ccc(C(F)(F)F)cc1	4%[230 µM]
O=[N+]([O-])c1ccc(COP(=O)(O)OCc2ccc([N+](=O)[O-])cc2)cc1	20%
COc1cc(S(=O)(=O)Nc2ccc(C(C)=O)cc2)ccc1NC(C)=O	4%
Cc1nc(SCC(=O)c2cc(C)n(C(C)C)c2C)n[nH]1	-5%
COc1cccc(CC(=O)NC2CCN(c3cn[nH]c(=O)c3)CC2)c1	-1%

(further entries)
SMILES	KDM5B inhibitor
COc1ccccc1CNC(=O)C(=O)NCC(c1cccnc1)N1CCN(c2ccc(F)cc2)CC1 (stereo unspecified)	-14%
CCOc1ccccc1NC(=O)CSc1ncc(S(=O)(=O)c2ccc(C(C)(C)C)cc2)c(=O)[nH]1	1%
CC(=O)c1ccc(NC(=O)CN2C(=O)NC3(CCCCC3)C2=O)cc1	-3%
CCCCN1C(=O)C(NC(=O)c2ccc(C(C)(C)C)cc2)(C(F)(F)F)C(C(C)=O)=C1C (stereo unspecified)	-19%
COc1cccc(-c2cc(C(=O)NCCC(C)C)c3ccccc3n2)c1	-23%
CCCN1C(=O)Cc2ccccc2C1C(=O)O (stereo unspecified)	?
CNC(=O)c1ccc(-c2nc(CN3CCN(C(=O)Nc4ccc(C)cc4Cl)CC3)c(C)o2)cc1	2%
Cc1ccc(C)c2sc(NC(=O)c3ccc(S(=O)(=O)N(C)C)cc3)nc12	2%
COc1ccc(NC(=O)Cn2ccn3nc(-c4ccc(F)cc4)c(CO)c3c2=O)c(OC)c1	?
Cc1cccc(C)c1NC(=O)c1nc2ccccc2nc1N1CCN(C)CC1	11%
O=C(Nc1cccc(-n2cccn2)c1)C1CCCN1S(=O)(=O)c1cccs1 (stereo unspecified)	11%
COc1cc(-c2nn3c(C(C)(C)C)nnc3s2)cc(OC)c1OC	?
Oc1cccc(CNC(c2ccccc2)c2ccccc2)c1	2%
Cc1oc(-c2ccc(Cl)cc2)nc1Cn1c(=O)cc(C)c2c(C)nn(-c3ccccc3)c21	-11%
O=C1CC(N2CCC(c3nc4ccccc4o3)CC2)C(=O)N1c1ccc(F)c(Cl)c1 (stereo unspecified)	-1%
Cc1cccc(C(=O)NCC(=O)N(C)Cc2ccc(-c3ccc(Cl)cc3)o2)c1	?
S=C(NCc1ccccc1)N/N=C/c1cccnc1	13%
CCc1ccc(-c2nc(C3CC(=O)N(c4ccc(Cl)cc4)C3)no2)cc1 (stereo unspecified)	26%
O=C(/C=C/c1cccnc1)c1ccc2cccc3c2c1CC3	?
O=C(CSc1nnc(N2CCOCC2)n1-c1cccc(F)c1)NCC(=O)Nc1ccc(F)cc1	-3%

15 of these compounds in another layout.
Molecule,KDM5B inhibitor
CCCN1C(=O)Cc2ccccc2C1C(=O)O (stereo unspecified),?
CNC(=O)c1ccc(-c2nc(CN3CCN(C(=O)Nc4ccc(C)cc4Cl)CC3)c(C)o2)cc1,2%
Cc1ccc(C)c2sc(NC(=O)c3ccc(S(=O)(=O)N(C)C)cc3)nc12,2%
COc1ccc(NC(=O)Cn2ccn3nc(-c4ccc(F)cc4)c(CO)c3c2=O)c(OC)c1,?
Cc1cccc(C)c1NC(=O)c1nc2ccccc2nc1N1CCN(C)CC1,11%
O=C(Nc1cccc(-n2cccn2)c1)C1CCCN1S(=O)(=O)c1cccs1 (stereo unspecified),11%
COc1cc(-c2nn3c(C(C)(C)C)nnc3s2)cc(OC)c1OC,?
Oc1cccc(CNC(c2ccccc2)c2ccccc2)c1,2%
Cc1oc(-c2ccc(Cl)cc2)nc1Cn1c(=O)cc(C)c2c(C)nn(-c3ccccc3)c21,-11%
O=C1CC(N2CCC(c3nc4ccccc4o3)CC2)C(=O)N1c1ccc(F)c(Cl)c1 (stereo unspecified),-1%
Cc1cccc(C(=O)NCC(=O)N(C)Cc2ccc(-c3ccc(Cl)cc3)o2)c1,?
S=C(NCc1ccccc1)N/N=C/c1cccnc1,13%
CCc1ccc(-c2nc(C3CC(=O)N(c4ccc(Cl)cc4)C3)no2)cc1 (stereo unspecified),26%
O=C(/C=C/c1cccnc1)c1ccc2cccc3c2c1CC3,?
O=C(CSc1nnc(N2CCOCC2)n1-c1cccc(F)c1)NCC(=O)Nc1ccc(F)cc1,-3%

Later entries
SMILES	KDM5B inhibitor
N#Cc1ccccc1CN1CC[C@@H]2C(=O)NCCCCCCN(Cc3ccncc3)[C@@H]2C1	?
CCN(CC)C(=O)CC[C@@H]1CNC(=O)[C@@H]2C[C@H](NCc3ccc(F)cc3)CN12	?
CSCCC(=O)N1CCC2(CCCN(Cc3cccnc3)C2=O)C1 (stereo unspecified)	34%[activator]
COc1ccc(C(=O)NCC2CCOC2)cc1OC1CCN(C(C)C)CC1 (stereo unspecified)	27%
Cc1cccc(-c2nc(C)c(CCNC(=O)C(=O)Nc3cccc(Cl)c3C)s2)c1	-16%
Clc1ccc(CNCCN2CCCC2)cc1Cl	22%
CC(=O)N1CC2(CCN(Cc3ccc(Cl)cc3)CC2)Cc2ccccc21	5%[115 µM]
COc1cc(NC(=O)c2cc3n(n2)CC(c2ccc(Br)cc2)OC3)cc(OC)c1OC (stereo unspecified)	32µM*
COc1ccc(-c2nc(C)c(CCNC(=O)C(=O)Nc3cccc(F)c3)s2)cc1OC	?
CC(C)C(NC(N)=O)C(=O)Nc1ccc(Cl)cc1 (stereo unspecified)	21%
Cc1ccc(NC(=O)CCS(=O)(=O)c2cccc3nsnc23)c(C)c1	-4%
COc1ccccc1C(=O)N1CCC(CCOc2ccc(C)cc2)C1 (stereo unspecified)	6%
CSc1nc(C(C)C)nc(C)c1C(=O)Nc1ccc(Cl)cc1F	-3%
COCCNC(=O)Cn1c(=O)c2cccn2c2ccc(F)cc21	?
COc1cc(F)ccc1-c1cc(-c2c(C)noc2C)cc2c1C(=O)N(C)C2	32µM*
c1cc(-c2nc(C3CCNC3)no2)ccn1 (stereo unspecified)	-24%
Cc1cn2c(=O)c(S(=O)(=O)Nc3ccc(F)cc3F)c(C)nc2s1	?
O=C(O)CCSc1ccccc1Cl	17%
COc1ccc(-c2c(C)c3ccc(O)c(CN4CCC(C)CC4)c3oc2=O)cc1OC	?
CC(C)CCCC1CN(C(=O)CN2CCCC2=O)CCO1 (stereo unspecified)	-9%
CCn1ccc2oc(C)c(C(=O)NCc3ccccc3C)c2c1=O	-13%
CCOC(=O)c1ccc(NC(=O)Nc2cc3c(cc2N2CCCC2)n(C)c(=O)n3C)cc1	-22%
O=C(O)CC12CC3CC(Br)(C1)CC(CC(=O)O)(C3)C2	27%
Cc1ccc2c(C(=O)N3CCN(CC(C)C)CC3)cc(NC(=O)C3CCC3)cc2n1	22µM*
CSc1cccc(NC(N)=S)c1	-28%
CN(C)CC(C)(C)CNC(=O)c1cc2cc(Cl)ccc2[nH]1	?
Cc1cccc(CNC(=O)c2ccc3nc(-c4ccccc4)c(-c4ccccc4)nc3c2)c1	?
Cc1[nH]n2c(=O)cc(-c3ccc4ccccc4c3)nc2c1-c1ccccc1	?
Cc1ccc(-n2nc(CO)c(C(=O)NCCCCc3ccccc3)n2)cc1	-46%
O=C(Nc1ccc(Cl)c(-c2nc3ncccc3o2)c1)c1cc2ccccc2o1	?
O=C1CCN(S(=O)(=O)c2ccc3c(c2)OCCO3)CCCC(CO)CCN1 (stereo unspecified)	-20%
Cn1nnnc1C1CCCN(C(=O)c2ccccc2F)C1 (stereo unspecified)	19%
CC(C)(C)c1cc(CC2(NCc3ccc(OC(F)(F)F)cc3)COC2)no1	16%[86.2 µM]
COc1ccc(C(=O)Nc2nc3nc(C)c(Cc4ccccc4)c(=O)n3[nH]2)cc1OC	-16%
Cc1ccc(C2=NC3(CCN(C(=O)Cc4ccc(F)cc4)CC3)ON2)cc1	-8%
COC(=O)c1c(-c2ccc(Cl)cc2)noc1N1CCN(c2ccc(C(C)=O)cc2)CC1	-1%
CC(C)Sc1nc2c(c(=O)[nH]c(=O)n2C)n1Cc1ccccc1	14%
CCOC(=O)N1CCN(C(=O)CNC(=O)c2nn(-c3ccc(OC)c(Cl)c3)c(=O)c3ccccc23)CC1	306%[activator]
O=C(Nc1ccc(Br)c(F)c1)c1cnc(-c2ccccc2)nc1-c1ccncc1	?
